Screening data as filed in PubChem.
LYPLA1 inh = LYPLA1 (human) inhibition in PME1 counter-screen; O75608; 320,000 compounds, 0.16% hits; recombinant LYPLA1, FP-Rh probe fluorescence polarization; inhibition, % at 5.9 µM;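 active = inhibition above the mean of all tested compounds plus 3 SD, set per campaign, cut at about 14% in these data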;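 also: inhibitors block serine hydrolase probe labeling of LYPLA1 so polarization falls; 0% = enzyme with DMSO and 100% = wells lacking LYPLA1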
LYPLA2 inh = LYPLA2 (human) inhibition in PME1 counter-screen; recombinant LYPLA2, FP-Rh probe fluorescence polarization; inhibition, % at 5.9 µM; 320,000 compounds, 0.38% hits; AID 2177;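 active = inhibition above the screen-wide mean plus 3 SD, limit set per campaign, cut at about 26% in these data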;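 also: 0% = LYPLA2 with DMSO and 100% = wells lacking LYPLA2 enzyme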
PAFAH2 inh = PAFAH2 (human) inhibition; recombinant PAFAH2, FP-rhodamine activity probe, fluorescence polarization; inhibition, % at 3.39 µM; 340,000 compounds, 0.99% hits; AID 492956;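 active = inhibition above the mean over all tested compounds plus 3 SD, cut at about 30% in these data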;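 also: inhibitors block probe labeling of enzyme so polarization drops; 0% = enzyme with DMSO and 100% = wells lacking PAFAH2 protein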
EBNA-1 inh = blocks EBNA-1 binding to DNA. EBNA-1 DNA binding, fluorescence polarization. inhibition, % at 14.8 µM. 300,000 compounds, 0.34% hits. AID 1950; in the data active = inhibition above about 28%
PAFAH1B2 inh = PAFAH1B2 (human) inhibition. P68402. recombinant PAFAH1B2, FP-rhodamine activity probe, fluorescence polarization. inhibition, % at 3.39 µM. 340,000 compounds, 1.2% hits;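 active = inhibition above the mean of all tested compounds plus 3 SD, cut at about 24% in these data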;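 also: 0% = enzyme with DMSO and 100% = wells lacking PAFAH1B2; many of its hits are not listed in these tables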
Target sequence (P68402 whole entry, looked up): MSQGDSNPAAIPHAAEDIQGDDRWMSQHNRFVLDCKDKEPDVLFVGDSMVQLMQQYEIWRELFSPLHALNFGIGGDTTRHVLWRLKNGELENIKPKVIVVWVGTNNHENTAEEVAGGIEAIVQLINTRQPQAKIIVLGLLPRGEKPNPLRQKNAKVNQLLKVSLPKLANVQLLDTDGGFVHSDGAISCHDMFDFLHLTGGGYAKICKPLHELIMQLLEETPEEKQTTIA
PAFAH1B3 FP inh = PAFAH1B3 (human) inhibition | 340,000 compounds, 0.28% hits | inhibition, % at 3.39 µM | recombinant PAFAH1B3, FP-rhodamine probe, fluorescence polarization | Q15102;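 active = inhibition above the screen-wide average of all tested compounds plus 3 SD, cut at about 25% in these data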;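 also: 0% = enzyme with DMSO only and 100% = wells lacking PAFAH1B3 protein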
Target sequence (Q15102 whole entry, looked up): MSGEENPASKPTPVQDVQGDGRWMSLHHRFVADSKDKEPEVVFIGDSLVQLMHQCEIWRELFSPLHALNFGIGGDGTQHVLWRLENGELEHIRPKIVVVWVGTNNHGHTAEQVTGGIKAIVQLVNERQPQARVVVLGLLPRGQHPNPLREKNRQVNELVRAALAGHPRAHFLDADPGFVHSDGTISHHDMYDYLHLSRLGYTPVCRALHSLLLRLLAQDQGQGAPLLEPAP
ZTA counter = blocks Epstein-Barr virus ZTA, an EBNA-1 counter-screen; 320,000 compounds, 0.15% hits; ZTA-DNA binding, fluorescence polarization; P03206; AID 2234; inhibition, % at 11 µM; in the data active = inhibition above about 33%
PREPL inh = human PREPL enzyme inhibition | Q4J6C6 | recombinant PREPL, fluorescence polarization activity-based probe | inhibition, % at 5.96 µM | 320,000 compounds, 0.68% hits | AID 2751; in the data active = inhibition above about 43%;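 also: 0% = enzyme with DMSO and 100% = wells lacking enzyme; many of its hits are not listed in these tables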
pPAFAH FP inh = inhibitors of human plasma PAF acetylhydrolase (pPAFAH). Q13093. recombinant pPAFAH, FP-rhodamine probe fluorescence polarization. inhibition, % at 3.39 µM. 330,000 compounds, 1.5% hits;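 active = inhibition above the mean inhibition across the screen plus 3 SD, cut at about 25% in these data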;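 also: inhibitors block binding of the rhodamine activity-based probe so polarization drops; 0% = enzyme with DMSO and 100% = wells lacking pPAFAH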
Target sequence (Q13093 whole entry, looked up): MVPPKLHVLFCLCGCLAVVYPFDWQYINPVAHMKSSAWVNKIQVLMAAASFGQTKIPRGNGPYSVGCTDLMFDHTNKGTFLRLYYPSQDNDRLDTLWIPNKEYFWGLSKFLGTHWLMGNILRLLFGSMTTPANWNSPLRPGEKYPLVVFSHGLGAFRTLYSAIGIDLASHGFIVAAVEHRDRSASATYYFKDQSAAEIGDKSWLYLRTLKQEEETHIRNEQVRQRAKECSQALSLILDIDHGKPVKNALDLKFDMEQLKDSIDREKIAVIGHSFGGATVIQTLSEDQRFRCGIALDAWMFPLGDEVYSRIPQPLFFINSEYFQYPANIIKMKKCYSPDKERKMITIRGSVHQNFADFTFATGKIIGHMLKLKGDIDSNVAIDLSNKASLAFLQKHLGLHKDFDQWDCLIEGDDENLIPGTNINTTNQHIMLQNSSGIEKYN
* = called active by the depositor; nt = not tested or not shown. A portion of the library; the hit share may differ from the screen's.

Sample of the layout:
The line under a structure holds: LYPLA1 inh	LYPLA2 inh	PAFAH2 inh	EBNA-1 inh	PAFAH1B2 inh	PAFAH1B3 FP inh	ZTA counter	PREPL inh	pPAFAH FP inh
COc1ccc(C(=O)NCC(=O)NCC(=O)OCc2ccc(Br)cc2)cc1
  3	4	-7	10	5	2	6	-7	1
CN(C(=O)Cn1c(Cl)nc2c1c(=O)n(C)c(=O)n2C)C1CCS(=O)(=O)C1 (stereo not given)
  -1	3	0	9	3	8	5	-1	2
Cc1cc(C)n2nc(SCC(=O)N3CCC(C)CC3)nc2n1
  nt	nt	0	nt	3	-2	nt	23	0
CC(C)(C)C1CCc2c(C(=O)NNC(=O)CCCC(=O)O)csc2C1 (stereo not given)
  -3	1	-5	-7	7	3	-1	14	10

The listing, previewed entries included:
The line under a structure holds: LYPLA1 inh	LYPLA2 inh	PAFAH2 inh	EBNA-1 inh	PAFAH1B2 inh	PAFAH1B3 FP inh	ZTA counter	PREPL inh	pPAFAH FP inh
COc1ccc(C(=O)NCC(=O)NCC(=O)OCc2ccc(Br)cc2)cc1
  3	4	-7	10	5	2	6	-7	1
CN(C(=O)Cn1c(Cl)nc2c1c(=O)n(C)c(=O)n2C)C1CCS(=O)(=O)C1 (stereo not given)
  -1	3	0	9	3	8	5	-1	2
Cc1cc(C)n2nc(SCC(=O)N3CCC(C)CC3)nc2n1
  nt	nt	0	nt	3	-2	nt	23	0
CC(C)(C)C1CCc2c(C(=O)NNC(=O)CCCC(=O)O)csc2C1 (stereo not given)
  -3	1	-5	-7	7	3	-1	14	10
CCOC(=O)C1(Cc2ccccc2C)CCCN(C(=O)CN2CCCCC2=O)C1 (stereo not given)
  1	-1	6	-4	1	-2	-3	-8	1
CC1CC(C)CN(C(=O)C2CCCN(S(=O)(=O)c3cccc4nonc34)C2)C1 (stereo not given)
  1	2	1	13	5	5	22	7	2
FCCCOc1ccc(/C=N/OCc2c(Cl)cccc2Cl)cc1
  -3	-1	0	9	-2	5	8	6	6
CC(C)c1nnc(NC(=O)CCC(=O)N2CCN(C3CCCCC3)CC2)s1
  3	0	0	5	-5	-1	16	4	4
NCCCCCc1cn(CC(=O)NCCCCCCCCCCC(=O)N2CCNCC2)nn1
  0	6	-5	1	0	5	3	13	14
N#Cc1c(SCC(N)=O)nc2c(c1-c1ccncc1)CCCC2
  -1	3	2	10	3	5	15	5	3
COC(=O)CSc1nc2nc(C)c(Br)cc2[nH]1
  5	4	-1	8	8	5	7	0	-3
COC(=O)[C@]1(C)N[C@H](CN(C)S(=O)(=O)c2ccc(F)cc2)[C@@H]2C(=O)N(C)C(=O)[C@@H]21
  nt	nt	0	nt	4	3	nt	8	-10
c1csc(-c2nn3cnnc3c3ccccc23)c1
  3	7	5	-10	5	8	-7	-1	5
CC(C)(C)c1ccc(C(=O)C2CCCN(C(=O)C3CCOCC3)C2)cc1 (stereo not given)
  0	1	-6	-3	3	3	10	0	4
CCOc1cc(C(=O)Nc2nnc(S(=O)(=O)N3CCOCC3)s2)cc(OCC)c1OCC
  1	10	0	-2	2	4	-9	-9	8

Laid out differently: 2 of the compounds above
SMILES | LYPLA1 inh | LYPLA2 inh | PAFAH2 inh | EBNA-1 inh | PAFAH1B2 inh | PAFAH1B3 FP inh | ZTA counter | PREPL inh | pPAFAH FP inh
CC1CC(C)CN(C(=O)C2CCCN(S(=O)(=O)c3cccc4nonc34)C2)C1 (stereo not given) | 1 | 2 | 1 | 13 | 5 | 5 | 22 | 7 | 2
FCCCOc1ccc(/C=N/OCc2c(Cl)cccc2Cl)cc1 | -3 | -1 | 0 | 9 | -2 | 5 | 8 | 6 | 6

(more compounds)
The line under a structure holds: LYPLA1 inh	LYPLA2 inh	PAFAH2 inh	EBNA-1 inh	PAFAH1B2 inh	PAFAH1B3 FP inh	ZTA counter	PREPL inh	pPAFAH FP inh
CCOc1ccc(Br)cc1CSC(=N)N
  -2	-7	-2	6	6	5	3	3	-2
CC(C)CC(=O)N1CC(C)N(C(=O)CC(C)C)CC1C (stereo not given)
  -5	-4	nt	-1	nt	nt	10	-4	1
CC(Cc1c[nH]c2ccccc12)C(=O)NCc1ccco1 (stereo not given)
  1	8	-7	-17	1	12	-4	-5	-4
COc1ccc(-c2nnc(SCC(=O)NCCC(C)C)nc2-c2ccc(OC)c(OC)c2)cc1OC
  1	-8	0	10	8	11	5	1	10
CCN=C1SCC(=O)N1c1ccc(OC)cc1
  2	12	2	7	8	6	-10	8	4
Cc1onc(-c2ccccc2Cl)c1C(=O)Nc1ccc(S(=O)(=O)Nc2nccs2)cc1
  -4	-2	-1	-10	-1	-3	12	-5	1
CCOC(=O)C1CCCN(C(=O)c2ccc([N+](=O)[O-])cc2)C1 (stereo not given)
  4	-4	-9	-7	2	5	1	-2	1
Cc1onc(-c2ccccc2)c1C(=O)Nc1nnc(N2CCCCCC2)s1
  -2	-4	0	-2	8	0	3	5	4
CCOC(=O)N1CCN(c2c(NCc3cccs3)c(=O)c2=O)CC1
  0	6	-1	9	0	-7	-13	17	-2
CC(=O)NC1C(OCc2ccccc2)OC(COC(C)=O)C(OC(C)=O)C1OC(C)=O (stereo not given)
  -4	-1	5	1	4	8	-19	-2	-3
COc1ccc(OC)c(N/C(C)=C/C(=O)c2ccccc2)c1
  0	5	7	-4	3	15	6	7	-1
O=S(=O)(c1ccccc1)N1CCN(c2nnnn2-c2ccccc2)CC1
  5	-3	-3	1	10	2	-14	14	2
COc1cc(C)ccc1OC(C)C(=O)Nc1ccc(N2CCCCC2)cc1 (stereo not given)
  nt	nt	12	nt	5	-3	nt	8	6
CC(C)(C)NC(=O)NC(=O)COC(=O)c1cccc(S(=O)(=O)N2CCCCC2)c1
  0	11	19	14	6	-5	3	10	-1
CC(C)(C)NC(=O)CN(C(=O)CS(=O)CC(=O)Nc1ccc(F)cc1)c1ccccc1F (stereo not given)
  2	-1	-6	-4	4	4	-6	15	0

(next part)
The line under a structure holds: LYPLA1 inh	LYPLA2 inh	PAFAH2 inh	EBNA-1 inh	PAFAH1B2 inh	PAFAH1B3 FP inh	ZTA counter	PREPL inh	pPAFAH FP inh
CC(=O)Nc1ccc(SCC(=O)Nc2sccc2C#N)cc1
  -1	6	-2	-9	3	5	-13	-16	11
COc1ccc(CNC(=O)C/C(C)=N/NC(=O)c2ccccc2OC)cc1
  -2	-1	-6	1	4	-2	-15	-1	3
COc1ccccc1C(=O)Nc1ccc(S(=O)(=O)N2CCC(C)CC2)cc1
  -4	-1	-14	10	10	6	12	-5	-1
CC(=O)c1c(C)[nH]c(C(=O)Nc2cccc(C#N)c2)c1C
  -10	7	-4	16	1	14	-1	3	3
COc1ccc(C(=O)Nc2ccc(C)cn2)cc1S(=O)(=O)N1CCCc2ccccc21
  -5	-4	-6	-3	-3	-4	3	-17	1
O=C(CN1C(=O)NC(Cc2ccccc2)C1=O)Nc1ccc(F)cc1 (stereo not given)
  1	4	2	-1	3	4	-2	17	0
Cn1c(SCc2ccccn2)nnc1-c1cnccn1
  1	-4	7	6	1	-1	1	1	3
CC(NC(=O)c1ccccc1NS(=O)(=O)c1ccc(CCC(=O)O)cc1)c1ccccc1 (stereo not given)
  -2	5	2	3	28*	6	-1	5	3
CCN(c1ccc(OC)cc1)S(=O)(=O)c1nnc(NC(=O)c2ccc(C)cc2)s1
  -2	0	7	15	2	-2	10	-6	-15
COc1cccc(C(=O)OCC(=O)NCC2CCCO2)c1 (stereo not given)
  nt	nt	16	nt	2	11	nt	2	7
CN1CCN(C(=O)C2=C[C@@H](c3ccccc3)C[C@@H](OCCCCO)O2)CC1
  -5	-7	8	-5	4	0	14	10	-3
Cn1c(CO)cnc1SCc1ccccc1
  5	5	4	-3	1	5	-2	18	-2
COc1ccccc1CNC(=O)COC(=O)c1ccncc1
  nt	nt	6	nt	8	11	nt	8	1
O=C(O)CC(C(=O)NCc1ccccc1)C1CCCO1 (stereo not given)
  1	1	5	-4	3	0	-5	-4	3
COC(=O)C1=C(C)N=c2s/c(=C/c3ccoc3)c(=O)n2C1c1ccccc1 (stereo not given)
  -9	-11	6	-6	4	7	-23	-23	1

(cont.)
The line under a structure holds: LYPLA1 inh	LYPLA2 inh	PAFAH2 inh	EBNA-1 inh	PAFAH1B2 inh	PAFAH1B3 FP inh	ZTA counter	PREPL inh	pPAFAH FP inh
Cc1ccccc1NC(=O)C1CCCN(S(=O)(=O)c2cnc[nH]2)C1 (stereo not given)
  3	1	-5	2	2	1	6	-2	4
CCOC(=O)c1nn(-c2cccc(Cl)c2)c2nc(CC(C)C)c(C#N)c(=O)n12
  -1	-2	-5	8	4	10	8	-39	-3
CCOC(=O)c1c(S(=O)(=O)N2CCN(C)CC2)c(C)n(C)c1C
  0	-3	-3	3	0	5	-1	1	0
CC(NC(=O)COC(=O)/C(=C/c1cccs1)c1cccs1)c1ccccc1 (stereo not given)
  -1	0	13	6	-1	4	1	-92	12
O=C(c1ccc(Cl)s1)N1CCCC1
  2	-3	-6	9	-1	3	0	7	-1
O=C(Nc1nc2ccc(F)cc2s1)Oc1ccccc1
  -3	-7	-12	-9	1	-1	-4	0	0
CC1CCCCN1CCn1c(=S)[nH]c2ncccc2c1=O (stereo not given)
  3	5	-15	-9	1	-9	1	-4	4
Cc1ccc(N/N=C(\Cc2nc3ccccc3[nH]2)c2ccccc2)cc1
  1	8	8	-7	5	13	-2	-1	6
O=C(NCCN1CCOCC1)c1cnn2c1NC(c1cccs1)CC2C(F)(F)F (stereo not given)
  3	-2	nt	6	nt	nt	16	-1	1
O=C(Oc1ccccc1[N+](=O)[O-])c1cccnc1
  -3	3	9	0	4	4	0	-8	6
CC1(C)Oc2ccc(C(=O)N3CCCC3)cc2N(CC(=O)NCc2ccccc2)C1=O
  4	0	14	11	1	2	8	3	2
COc1ccc(NC(=O)NCCc2ccc(Cl)cc2)cc1OC
  -2	-3	8	-2	7	9	-5	13	11
CC(NS(=O)(=O)c1ccc(Br)cc1)C(c1cccs1)N1CCN(C)CC1 (stereo not given)
  2	2	3	11	5	-10	8	12	6
COC(=O)c1[nH]c2c(c1C)C(=O)CC(c1cccc(OC)c1)C2 (stereo not given)
  3	7	1	-5	9	0	-12	-10	4
CC(=O)C1C(c2ccc([N+](=O)[O-])cc2)c2c(noc2C)CC1(C)O (stereo not given)
  -1	7	-1	3	5	-3	-9	20	1
Nc1nonc1C(=O)NCCNC(=O)c1ccc(Cl)cc1
  -3	-5	6	0	7	6	2	-1	3
COc1ccc(-c2nc3ccc([N+](=O)[O-])cc3o2)cc1
  6	10	-8	-6	4	7	-3	1	-2
CCOC(=O)C1=C(C)N(C[C@@H]2CC[C@@H](Cc3ccc(-c4ccccc4)cc3)O2)C(=O)NC1c1ccc(SCc2ccco2)c([N+](=O)[O-])c1 (stereo not given in full)
  nt	nt	5	nt	1	0	nt	nt	56*

Six entries picked at random from the list so far, as already listed:
The line under a structure holds: LYPLA1 inh	LYPLA2 inh	PAFAH2 inh	EBNA-1 inh	PAFAH1B2 inh	PAFAH1B3 FP inh	ZTA counter	PREPL inh	pPAFAH FP inh
Cc1ccc(N/N=C(\Cc2nc3ccccc3[nH]2)c2ccccc2)cc1
  1	8	8	-7	5	13	-2	-1	6
Nc1nonc1C(=O)NCCNC(=O)c1ccc(Cl)cc1
  -3	-5	6	0	7	6	2	-1	3
CC(=O)C1C(c2ccc([N+](=O)[O-])cc2)c2c(noc2C)CC1(C)O (stereo not given)
  -1	7	-1	3	5	-3	-9	20	1
CC1CCCCN1CCn1c(=S)[nH]c2ncccc2c1=O (stereo not given)
  3	5	-15	-9	1	-9	1	-4	4
O=C(c1ccc(Cl)s1)N1CCCC1
  2	-3	-6	9	-1	3	0	7	-1
COC(=O)c1[nH]c2c(c1C)C(=O)CC(c1cccc(OC)c1)C2 (stereo not given)
  3	7	1	-5	9	0	-12	-10	4
